Source: PubChem BioAssay
BoNT-F LC inh – blocks Botulinum neurotoxin F light chain protease; Multiplex microsphere protease cleavage assay, flow cytometry; inhibition, % at 10 µM; 0.22% of 360,000 active; AID 588497; in the data active means inhibition above about 35%, passing the limit was not always enough; inconclusive means no clear call, values can overlap the other calls; further: plate controls were buffer without enzyme for full effect and enzyme alone for no effect
FBA Mtb inh – inhibits M. tuberculosis FBA enzyme | P9WQA3 | purified M. tuberculosis FBA, fluorescence read-out | inhibition, % at 1 µM | 2.3% of 360,000 active; in the data active means inhibition above about 27%;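 further: 0% = vehicle and 100% = reference inhibitor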
Target sequence (P9WQA3 whole entry, looked up): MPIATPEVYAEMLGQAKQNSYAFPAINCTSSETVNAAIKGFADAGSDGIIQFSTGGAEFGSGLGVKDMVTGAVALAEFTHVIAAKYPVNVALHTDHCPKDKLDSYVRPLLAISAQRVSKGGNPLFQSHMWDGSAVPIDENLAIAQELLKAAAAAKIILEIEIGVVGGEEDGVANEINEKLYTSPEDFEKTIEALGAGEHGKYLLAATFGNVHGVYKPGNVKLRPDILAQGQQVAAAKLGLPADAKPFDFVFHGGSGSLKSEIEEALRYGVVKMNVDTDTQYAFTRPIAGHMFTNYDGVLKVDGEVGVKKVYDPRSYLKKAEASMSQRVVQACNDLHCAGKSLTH
Mtb UGM inh – inhibitors of M. tuberculosis UDP-galactopyranose mutase. P9WIQ1. purified UGM, fluorescence polarization probe displacement. inhibition, % at 10 µM. 0.06% of 320,000 active. AID 504406; in the data active means inhibition above about 10%, passing the limit was not always enough; inconclusive means no clear call, values can overlap the other calls
Target sequence (P9WIQ1 whole entry, looked up): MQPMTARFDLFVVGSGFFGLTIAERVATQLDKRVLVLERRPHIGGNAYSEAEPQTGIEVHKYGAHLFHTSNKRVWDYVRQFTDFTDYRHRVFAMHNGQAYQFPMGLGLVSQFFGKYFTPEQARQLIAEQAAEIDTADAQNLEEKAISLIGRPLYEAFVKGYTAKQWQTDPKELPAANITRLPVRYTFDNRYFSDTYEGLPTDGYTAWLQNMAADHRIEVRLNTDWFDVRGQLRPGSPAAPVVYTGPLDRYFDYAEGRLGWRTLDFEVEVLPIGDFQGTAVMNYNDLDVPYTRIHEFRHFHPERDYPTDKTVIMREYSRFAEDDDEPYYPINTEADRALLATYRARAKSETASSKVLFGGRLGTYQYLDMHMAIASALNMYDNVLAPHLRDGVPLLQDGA
MazF activator – activators of E. coli MazEF toxin-antitoxin RNase | FAM/BHQ RNA-DNA oligo cleavage fluorescence, 5 h | activation, % at 20 µM | 0.32% of 350,000 active | AID 504720; in the data active means activation above about 50%
Target sequence (P0AE70 whole entry, looked up): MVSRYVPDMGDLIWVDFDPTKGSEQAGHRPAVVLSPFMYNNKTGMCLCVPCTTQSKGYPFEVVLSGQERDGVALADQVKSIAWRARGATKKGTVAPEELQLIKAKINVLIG
VHR inh abs – blocks human VHR1 dual specificity phosphatase | P51452 | recombinant VHR phosphatase, pNPP absorbance | inhibition, % at 13.3 µM | 0.52% of 290,000 active; in the data active means inhibition above about 50%; further: some compounds called inactive have numbers as strong as hits
Target sequence (P51452 whole entry, looked up): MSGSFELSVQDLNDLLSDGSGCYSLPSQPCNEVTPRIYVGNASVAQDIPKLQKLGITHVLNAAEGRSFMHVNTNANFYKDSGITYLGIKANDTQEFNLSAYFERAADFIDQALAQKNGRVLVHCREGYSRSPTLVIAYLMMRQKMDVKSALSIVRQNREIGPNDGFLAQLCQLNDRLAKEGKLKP
Rv3671c protease – inhibitors of M. tuberculosis serine protease Rv3671c; AID 2606; 0.048% of 320,000 active; inhibition, % at 5.96 µM; P9WHR9; in the data active means inhibition above about 38%;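 further: extracellular domain of Rv3671c used as enzyme; 0% = enzyme with DMSO and 100% = no enzyme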
CCHF vOTU inh – blocks the CCHF virus ovarian tumor domain protease; CCHFV vOTU protease, Pep-AMC fluorescence; inhibition, % at 11.5 µM; 0.55% of 370,000 active; AID 651958; further: 0% = vehicle wells with enzyme and 100% = no enzyme wells
FadD28 binding – inhibitors of Mycobacterium tuberculosis FadD28 bisubstrate binding | FadD28 bisubstrate probe binding, fluorescence polarization | inhibition, % at 12.5 µM | 0.22% of 360,000 active | AID 588549; in the data active means inhibition above about 8.5%, passing the limit was not always enough; inconclusive means no clear call, values can overlap the other calls
Mtb BioA inh – BioA (M. tuberculosis) enzyme inhibition. purified M. tuberculosis BioA enzyme, plate reader. inhibition, % at 9.99 µM. 0.096% of 360,000 active; in the data active means inhibition above about 40%; inconclusive means no clear call, values can overlap the other calls
GDH-TPI counter – counter-screen for M. tuberculosis FBA inhibitors: GDH-TPI coupled enzymes | AID 588335 | inhibition, % at 4.8 µM | GDH-TPI coupled enzyme counterscreen, NADH absorbance | 1.2% of 360,000 active;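 further: 0% = DMSO wells and 100% = wells lacking the enzyme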
* marks the source's active call; other numbers are inactive results; ? = inconclusive; . = no result given; & = joins results of further samples. Unless noted, no stated cut-off is given here; in the data, active means inhibition above about 30%; inactive means the rest.

SMILES | BoNT-F LC inh | FBA Mtb inh | Mtb UGM inh | MazF activator | VHR inh abs | Rv3671c protease | CCHF vOTU inh | FadD28 binding | Mtb BioA inh | GDH-TPI counter
O=C(O)CSCC(=O)N1CCCN(c2nc3ccc(Cl)cc3s2)CC1 | -4 | 2 | -0.8 | -11 | 20 | 12 | 2 | 0.3 | . | -3
Cc1ccc2cc(CCNC(=O)C(C)C)c(=O)[nH]c2c1 | -9 | -1 | 0.5 | 11 | 36 | 5 | 10 | -3.9 | -0.2 | -2
Cc1nc2ncnn2c(C)c1CCC(=O)Nc1ccc(S(=O)(=O)N2CCCCCC2)cc1 | -3 | -1 | -3.5 | 10 | 6 | 0 | 4 | -0.3 | 2.1 | 7
CCC(=O)Nc1ccc(/C(C)=N\NC(=O)c2ccc(OC)cc2)cc1 | 2 | -2 | 0.6 | 2 | -14 | 12 | 7 | -4.5 | -0.2 | 4
O=C(COc1nsnc1N1CCOCC1)Nc1ccc(Cl)cc1 | 0 | 5 | -1.9 | 0 | 35 | -7 | 0 | 1.9 | 2.1 | 5
CCOC(=O)C1CCN(C(=O)c2ccc3c(c2)S(=O)(=O)c2ccccc2C3=O)CC1 | 7 | -1 | 0.0 | 1 | 30 | 5 | -6 | -1.9 | -0.8 | -3
COC(=O)N/N=C/c1ccc(-c2cc(Cl)cc(Cl)c2)o1 | 6 | -5 | 1.3 | 4 | -4 | -3 | 14 | -13 | -1.6 | 46*
COc1ccc(-c2cccc(-c3cc(=O)oc4cc(OC)cc(OC)c34)c2)cc1 | 0 | 3 | . | -5 | . | . | 2 | -3.0 | -2.2 | 8
CCC(C)(C)n1nnnc1CN1CCC(O)(c2cccc(C(F)(F)F)c2)CC1 | 3 | 1 | -1.0 | 9 | . | 4 | 4 | -3.8 | 0.6 | 0
COc1ccc(CCNS(=O)(=O)c2ccc3c(c2)oc(=O)n3C)cc1OC | -1 | 6 | 0.4 | -2 | 35 | 12 | -3 | -1.2 | -1.5 | 10
CC1C(=O)N2CCCc3cc(NS(=O)(=O)c4ccc(F)cc4)cc1c32 (stereo not drawn) | 14 | -2 | 0.3 | 7 | . | 2 | 0 | 0.3 | 1.1 | 1
Cc1ccccc1OCCC(=O)Nc1cc(S(=O)(=O)N2CCOCC2)ccc1OC(C)C | -8 | -2 | -3.5 | -2 | 9 | -8 | 5 | -1.2 | -0.7 | 1
COc1ccc2nc(-c3ccccc3)cc(OC)c2c1 | -2 | 0 | -2.9 | -3 | -13 | -1 | 4 | -3.9 | . | -6
CC(C)CN(C(=O)CSc1nc2ccccc2[nH]1)C1CCS(=O)(=O)C1 (stereo not drawn) | -4 | 0 | 0.3 | 2 | . | -2 | 8 | -1.1 | -1.0 | 1
NC(=O)C1(N2CCCCC2)CCN(C(=S)Nc2ccc(F)cc2)CC1 | -1 | 2 | 0.6 | 8 | 1 | -11 | -4 | -1.6 | -0.5 | 7

Complete entries, looked up by structure.
`Cc1ccc2cc(CCNC(=O)C(C)C)c(=O)[nH]c2c1` is listed as BoNT-F LC inh: -9; FBA Mtb inh: -1; Mtb UGM inh: 0.5; MazF activator: 11; VHR inh abs: 36; Rv3671c protease: 5; CCHF vOTU inh: 10; FadD28 binding: -3.9; Mtb BioA inh: -0.2; GDH-TPI counter: -2
`CCOC(=O)C1CCN(C(=O)c2ccc3c(c2)S(=O)(=O)c2ccccc2C3=O)CC1` is listed as BoNT-F LC inh: 7; FBA Mtb inh: -1; Mtb UGM inh: 0.0; MazF activator: 1; VHR inh abs: 30; Rv3671c protease: 5; CCHF vOTU inh: -6; FadD28 binding: -1.9; Mtb BioA inh: -0.8; GDH-TPI counter: -3

(more compounds)
SMILES | BoNT-F LC inh | FBA Mtb inh | Mtb UGM inh | MazF activator | VHR inh abs | Rv3671c protease | CCHF vOTU inh | FadD28 binding | Mtb BioA inh | GDH-TPI counter
C[C@@H]1CC[C@@]2(O[C@@H](CCO)C[C@@H](O)[C@@H]2O)O1 | -1 | 1 | -1.9 | 10 | . | -4 | 5 | -4.4 | -0.6 | -14
CCOC(=O)c1c(NC(=O)c2ccoc2C)sc2c1CCC2 | 2 | 0 | 0.4 | -6 | 18 | 1 | -1 | -1.9 | -3.5 | 2
CC(=O)N1CCN(CC(=O)Nc2ccc([N+](=O)[O-])cc2Br)CC1 | -6 | 3 | 2.6 | 6 | 26 | -5 | -9 | -1.7 | 0.3 | -1
CCc1cc2c(SCC(=O)Nc3ccc(Cl)cn3)ncnc2s1 | 8 | 0 | . | -42 | 7 | . | 8 | -1.4 | . | 2
Cc1ccc(C)c(-n2c(-c3cccnc3)n[nH]c2=S)c1 | -6 | 5 | 0.0 | -3 | 33 | 1 | -14 | -0.3 | . | 1
COc1ccc(-c2cc(C(=O)Nc3c(C)n(C)n(-c4ccccc4)c3=O)c3ccccc3n2)c(OC)c1 | -5 | 1 | 0.1 | -6 | -4 | -4 | 17 | -0.2 | 4.4 | 25
COc1ccc(OC)c(-c2csc(N(C)C(=O)Cc3ccccc3)n2)c1 | -8 | 3 | 0.9 | 3 | 7 | -5 | -1 | -0.8 | . | -1
Cc1cccc(CCNc2nc3ccc(C)cc3n3cnnc23)c1 | 2 | -1 | 0.1 | 16 | . | 2 | -10 | -3.4 | -1.7 | -7
CCN(CC)C(=O)c1cnn(-c2ccccc2)c1NC(=O)c1cccc(F)c1 | -4 | 0 | -0.1 | 3 | -12 | 1 | 0 | -1.0 | -0.4 | -8
CC1(c2ccccc2)NC(=O)N(CC(=O)NCc2ccc3c(c2)OCO3)C1=O (stereo not drawn) | 1 | -6 | -1.9 | 8 | 17 | 3 | 15 | . | 0.0 | -4
COc1ccc(NC(=O)Cc2ccccc2)cc1 | 7 | 3 | -1.1 | 3 | -13 | 5 | -16 | -1.7 | -0.7 | 15
CC(NC(=S)NCCCN1CCOCC1)C1CC2CCC1C2 (stereo not drawn) | -1 | -3 | . | -12 | 34 | . | -9 | -0.9 | 0.6 | 1
CC(Sc1nc2cc(Cl)ccc2s1)C(=O)Nc1cccc(S(=O)(=O)N2CCOCC2)c1 (stereo not drawn) | -14 | -2 | 0.2 | -4 | -1 | -35 | 0 | -3.8 | . | 10
CCOCCCNC(=O)C1CCN(S(=O)(=O)CC)CC1 | -1 | 3 | 2.7 | 1 | 17 | 1 | -3 | -0.2 | -1.2 | 8
OC(COc1ccc2c(c1)OCO2)CN1CCCC1 (stereo not drawn) | -4 | 2 | 5.3 | 3 | 9 | -6 | 8 | -0.8 | . | -2

Some entries already given, reduced to FadD28 binding and Mtb UGM inh:
SMILES	FadD28 binding	Mtb UGM inh
CC(Sc1nc2cc(Cl)ccc2s1)C(=O)Nc1cccc(S(=O)(=O)N2CCOCC2)c1 (stereo not drawn)	-3.8	0.2
Cc1ccc(C)c(-n2c(-c3cccnc3)n[nH]c2=S)c1	-0.3	0.0

Next structures:
SMILES | BoNT-F LC inh | FBA Mtb inh | Mtb UGM inh | MazF activator | VHR inh abs | Rv3671c protease | CCHF vOTU inh | FadD28 binding | Mtb BioA inh | GDH-TPI counter
Cc1nn(C)c(C)c1/C=C1/SC(=S)NC1=O | 2 | -3 | -2.2 | 1 | 6 | 0 | 5 | 0.9 | -3.5 | 35*
O=C(CCN1C(=O)/C(=C/c2ccccc2Cl)SC1=S)NNC(=O)c1cccnc1 | -4 | -2 | 2.0 | 2 | 9 | -7 | 3 | 1.6 | . | 17
CO/N=C(\C(=O)N[C@@H]1C(=O)N2C(C(=O)O)=C(COC(C)=O)CS[C@H]12)c1csc(N)n1 (stereo in doubt) | -5&-6&5 | 1&0&0 | -0.4 | 1&-2&-10 | 16 | -1&13&6 | 6&-2&-2 | -1.1&-0.2&-0.7 | 0.7&-1.1&-1.6 | 4&5&10
O=C(O)COc1ccccc1/C=N/NC(=O)c1cccc(S(=O)(=O)Nc2cccc(Cl)c2)c1 | 4 | -1 | 2.0 | -16 | 11 | -46 | 13 | -7.2 | . | 1
Cc1ccc(Cl)cc1N1CCN(C(=O)C2CCN(S(C)(=O)=O)CC2)CC1 | 0 | 5 | 5.8 | -4 | 26 | -11 | -15 | -0.8 | 2.6 | 4
COc1cccc(CNC(=O)[C@H](C)NC(=O)C2CCN(S(=O)(=O)c3ccccc3)CC2)c1 | 3 | -2 | -0.5 | 3 | 25 | -11 | 4 | -3.7 | -0.2 | -5
O=S(=O)(c1ccc(Cl)nc1)N(Cc1ccccc1)Cc1ccccc1 | -13 | 3 | 4.5 | -6 | 8 | -13 | 8 | -3.3 | -1.4 | -3
CCN(C(=O)COC(=O)CCOc1ccccc1C)c1c(N)n(Cc2ccccc2)c(=O)[nH]c1=O | 4 | 0 | . | -2 | . | . | -13 | 0.4 | -0.1 | -3
O=C(/C=C/c1ccco1)Nc1cccc(-c2nc3ccccc3[nH]2)c1 | -1 | 1 | 0.1 | 1 | 14 | -176 | 2 | -8.2 | 1.7 | 7
Cc1ccc(NC(=O)C[n+]2cc(-c3ccccc3)n3c2CCC3)cc1 | . | 1 | 0.0 | 7 | 4 | 0 | -6 | -1.7 | 5.6 | 2
COc1ccc(N(C(=O)c2ccc3c(c2)OCO3)C2C=CS(=O)(=O)C2)c(OC)c1 (stereo not drawn) | -3 | -2 | -2.2 | 4 | 10 | 3 | -6 | -2.4 | 1.5 | 3
CC(C)CN(Cc1cc(=O)oc2cc3c(cc12)CCCC3)CC(C)C | ? | 0 | 0.5 | 2 | 13 | -8 | -7 | -3.8 | -0.2 | -7
CCOc1ccc(CCNC(=O)c2cc(=O)[nH]c3ccc(S(=O)(=O)N(CC)CC)cc23)cc1OCC | -1 | 1 | 2.2 | -17 | 20 | -3 | -3 | -1.9 | 0.1 | 10
O=C(Nc1ccccn1)c1ccc(Br)c(S(=O)(=O)N2CCCCC2)c1 | 10 | 51* | 0.4 | 19 | -6 | -10 | -62 | -3.2 | -1.9 | 2
COc1ccc(C(=O)N/C(=C\c2cn(C)c3ccccc23)C(=O)N2CCOCC2)cc1OC | -8 | 1 | 0.2 | 7 | 1 | -3 | 11 | 0.9 | 0.5 | 24
Cc1ccc2cccc(OC(=O)c3ccc4c(c3)OCCO4)c2n1 | -4 | -1 | -1.2 | -4 | 2 | 7 | -1 | -3.4 | -1.4 | -10
CCOc1ccc(CCNC(=O)CSCC(=O)Nc2cccc(C)c2)cc1OCC | ? | -2 | 1.5 | 6 | . | 7 | -4 | 1.2 | . | -5
CN(C)CCNC(=S)Nc1ccc(Br)cc1 | -2 | -1 | -0.1 | 6 | -10 | -4 | 3 | -3.1 | . | -2
CCN(CC(=O)Nc1c(F)cccc1F)C(=O)CCCNC(=O)c1ccc(Cl)cc1 | 4 | 3 | 2.9 | -4 | . | -5 | -5 | 0.8 | -1.4 | 6
Cc1cccc(C)c1NC(=O)CS(=O)CC(=O)NCCCc1ccccc1 (stereo not drawn) | -3 | 2 | 2.7 | -17 | 13 | 5 | -4 | 0.5 | -5.1 | 5
Fc1cc(Cl)c(OCc2noc(-c3ccsc3)n2)c(Cl)c1 | ? | -1 | -1.2 | 0 | 0 | -2 | -13 | 0.0 | . | 13
CC(=O)Nc1cc2c(=O)n(Cc3ccccc3)c(C)nc2cc1N1CCOCC1 | 2 | 5 | -1.3 | 3 | 32 | -3 | -1 | -0.8 | 11 | 1
CCCCNC(=O)CNC(=O)c1nn(-c2ccc(OC)c(Cl)c2)c(=O)c2ccccc12 | -12 | -1 | -3.4 | 2 | 26 | -2 | -14 | -1.2 | . | 6
CC(Oc1ccccc1)C(=O)Nc1cccc(-c2nc3ccccc3[nH]2)c1 (stereo not drawn) | -4 | 11 | -1.0 | 7 | 21 | -56 | 11 | -16 | 9.8 | 17
O=C(/C=C/c1ccc(Cl)cc1)NC1CC2CCC1C2 (stereo not drawn) | -2 | 3 | -2.0 | 6 | 15 | -7 | 1 | -1.9 | -0.1 | 2
COc1ccc(C(=O)N2CCC(C(N)=O)CC2)cc1S(=O)(=O)N1CCCC1 | -4 | 2 | 3.4 | 1 | . | 2 | -3 | 1.1 | -0.2 | 2
CC(C)NC(=O)C1(C)Cc2c(-c3ccc(N(C)C)cc3)ccnc2O1 (stereo not drawn) | -8 | 38* | . | . | . | . | -18 | -1.1 | 0.1 | 12
